# From PubChem
# CXCR6 inh: CXCR6 receptor inhibitors, primary screen, cell-based, beta-arrestin, luminescence, CHO-K1 PathHunter, 1536-well | inhibition, % at 20 µM | 360,000 tested, 0.36% active | C-X-C chemokine receptor type 6 (Homo sapiens), O00574; in the data active means inhibition above about 34%, passing the limit was not always enough;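 further: antagonist mode with CXCL16 agonist at 10 nM final; 0% = 10 nM CXCL16 with DMSO and 100% = unstimulated wells without agonist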
# Target sequence (O00574 whole entry, looked up): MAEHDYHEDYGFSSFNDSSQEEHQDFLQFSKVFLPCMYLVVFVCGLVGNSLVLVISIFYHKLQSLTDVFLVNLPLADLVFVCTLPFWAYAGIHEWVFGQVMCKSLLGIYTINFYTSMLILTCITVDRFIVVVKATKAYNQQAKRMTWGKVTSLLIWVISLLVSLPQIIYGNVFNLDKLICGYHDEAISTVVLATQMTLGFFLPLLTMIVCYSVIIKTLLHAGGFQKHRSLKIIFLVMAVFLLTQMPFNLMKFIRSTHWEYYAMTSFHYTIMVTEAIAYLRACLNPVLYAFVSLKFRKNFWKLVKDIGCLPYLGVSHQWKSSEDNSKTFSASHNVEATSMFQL
# * hit, by the source's call. The list is partial, so the mix of outcomes need not match the whole.
molecule	CXCR6 inh
CC(=O)Nc1ccc(-c2ccnc3c2CC(C)(C(=O)Nc2ccc(F)c(Cl)c2)O3)cc1 (stereo unspecified)	4.1
CC1(C(=O)NS(=O)(=O)C2CC2)CCN(C(=O)CSc2ccccc2)C1 (stereo unspecified)	0.6
Cc1ccccc1S(=O)(=O)N1C[C@H]2CON(C)[C@H]2C[C@H]1c1cccc(-c2ccc(C#N)cc2)c1	-2.8
COc1ccc2nc(NCc3ccc(OC)c(OC)c3OC)sc2c1	9.6
O=C(Cc1ccc(NC(=O)C2CCCN(C(=O)C3CCCCC3)C2)cc1)Nc1ccc(C(=O)N2CCOCC2)cc1 (stereo unspecified)	-9.5
CCOC(=O)C(=O)N(C)c1c(CC)nc2c(OCc3cc(Cl)cc(Cl)c3)cccn12	8.0
COc1cc(CNc2nc3ccccc3n2Cc2ccccc2)ccc1O	1.0
O=C(CC[C@H]1O[C@@H](n2ccc(=O)[nH]c2=O)[C@H](O)[C@@H]1O)N[C@H](Cc1ccccc1)C(=O)NCc1ccc2c(c1)OCO2	-14.9
CC(=O)c1cccc(-c2ccnc3c2CC(C(=O)NCC2CC2)O3)c1 (stereo unspecified)	-6.6
Cn1cc(CN2CCC(n3nccc3NC(=O)c3ccc4c(c3)OCO4)CC2)cn1	1.3
O=C(NCCCCCCNC(=O)OCc1ccccc1)OCc1ccccc1	-0.4
CC(=O)Nc1ccc(Nc2ccc(S(=O)(=O)C(F)(F)F)cc2[N+](=O)[O-])cc1	-5.0
CN1CCN(C2CN(Cc3cn(Cc4ccccc4C(F)(F)F)nn3)S(=O)(=O)C2)CC1 (stereo unspecified)	1.9
CCc1cc(-c2cnnn2Cc2ccccc2)ccc1-c1cn(CC(C)C)nn1	59.6*
CC1(C(=O)NS(=O)(=O)c2cccc(OC(F)F)c2)CCN1C(=O)CC(c1ccccc1)c1ccccc1 (stereo unspecified)	9.4

# (further entries)
molecule	CXCR6 inh
O=C(Nc1ccccc1)c1cc(C2CCCCN2S(=O)(=O)c2ccc(F)cc2F)on1 (stereo unspecified)	7.8
O=C(NCc1cccs1)c1nc2c(nnn2Cc2ccccc2Cl)c(=O)[nH]1	-6.7
C[C@@H](NC(=O)c1ncn2c1c(=O)[nH]c1cccnc12)c1ccccc1	1.2
COc1ccc(C(=O)NCCCN2CCCC2=O)cc1S(=O)(=O)N1CCOCC1	-2.7
Cc1cc2nc(-c3cccc(Cl)c3)c(CC3CCCCC3)n2c(C)c1Br	-4.4
CCCc1c(-c2ccc(F)cc2)ncn1CCc1ccccc1OC	-0.8
Cc1cc(C)c2c(n1)nn1c(N3CCN(Cc4ccccc4)CC3)cc(C)nc21	7.5
O=C(c1ccc(CSc2ccc(Cl)cc2)o1)N1CCOCC1	3.7
Cc1cccnc1C(NC(=O)C1CCN(CCOc2ccc(F)cc2)CC1)c1ccc(F)cc1 (stereo unspecified)	10.3
Cn1c(NCCN2CCCC2)nc2cc(-c3ccsc3)sc2c1=O	4.0
CCCN(CC(=O)Nc1ccccc1C)C(=O)COC(=O)c1cnc(C)cn1	-2.1
CN(CC(=O)Nc1ccc(F)cc1)C(=O)CN1C(=O)NC(CCc2ccccc2)C1=O (stereo unspecified)	-0.9
COc1ccccc1C(=O)NC1CC2CCCC(C1)N2Cc1ccccc1 (stereo unspecified)	3.5
Cn1cc(C(=O)C(=O)NC2CC2)c2ccccc21	-12.6
c1ccc(CCNc2cc(-c3ccc4ccccc4c3)nc3ccnn23)nc1	-4.0

# Continued.
molecule	CXCR6 inh
CCCCC(=O)NC(c1ccc(OC)cc1)c1ccc2cccnc2c1O (stereo unspecified)	9.6
COc1ccc(-c2nc3cc(C)c(Br)c(C)n3c2Cc2cccc(F)c2)cc1OC	1.1
CC1(c2nnnn2-c2ccc3c(c2)OCCO3)CCC(=O)N1CCc1ccc(O)cc1 (stereo unspecified)	-1.3
Cc1nc2c(=O)[nH]n(C)c2nc1C	-2.9
CCOc1ccccc1NC(=O)C(OC(=O)c1cnc(C)cn1)c1ccccc1 (stereo unspecified)	-1.3
Cc1ccc(S(=O)(=O)N2CCC3CC2c2cc(Cl)ccc23)cc1 (stereo unspecified)	-1.4
O=C(NCCc1ccccc1F)c1[nH]c(C(F)(F)F)nc1-c1ccccc1	5.5
O=C1CCc2cc(S(=O)(=O)Nc3cccc(Cl)c3)ccc2N1	-2.8
O=NN(CCF)C(=O)NC1CCS(=O)(=O)CC1	-0.9
CC(C)C[C@H]1COc2cc(N3CCC[C@H]3CO)ccc2S(=O)(=O)N1	-1.7
Cc1c(NC(=O)c2cc3ccccc3o2)cccc1-n1cnnn1	-0.2
COc1ccc(S(=O)(=O)N2CCC[C@H]2C(=O)N2CCC[C@H]2C(=O)N(C)Cc2ccccc2)cc1C	0.1
CCc1ccc(/C=C2/SC(=S)N(CCCC(=O)Nc3cccc(C(=O)O)c3)C2=O)cc1	8.8
CC(C)Oc1ccc(S(=O)(=O)N2CCOCC2)cc1NC(=O)CN1C(=O)c2ccccc2C1=O	-6.3
Cc1ccccc1CNC(=O)c1ccc2nc([C@@H]3O[C@H](CO)[C@H](O)[C@H](O)[C@H]3O)[nH]c2c1	3.7

# (further entries)
molecule	CXCR6 inh
CS(=O)c1ccccc1-c1nc(-c2ccc([N+](=O)[O-])cc2)no1 (stereo unspecified)	-9.3
CC(C)(C)C(=O)c1c(N)[nH]c(C(=O)c2ccccc2)c1-c1cc2ccccc2nc1Cl	-2.4
O=C(CCCCl)NC1=NN(c2ccccc2)C(=O)C1	10.3
CCc1nc2ccc(C(=O)NCCN3CCCC3)cn2c1N(C)Cc1ccc(OC)cc1	9.6
O=C(Nc1ccccc1)c1cc(C2CCCCN2C(=O)c2ccc3c(c2)CCO3)on1 (stereo unspecified)	7.3
CCCCCN(C(=O)CCC(=O)OCC(=O)N1CCCCC1CC)c1c(N)n(CCCC)c(=O)[nH]c1=O (stereo unspecified)	-10.5
O=c1c2ccc(F)cc2sn1-c1ccccc1	-2.5
NC(=O)c1nc2c([nH]c1=O)CCCC2	-3.0
COc1cc(OC)c(C(=O)OCC(=O)N2CCN(S(=O)(=O)c3ccc(C)cc3C)CC2)cc1OC	-5.5
CCC(c1nnnn1-c1ccc2c(c1)OCCO2)N1CCN(c2ccc(OC)cc2)CC1 (stereo unspecified)	5.4
CCCCNC(=O)C[C@@H]1C[C@@]2(C(=O)OCC)CCC=C2N(Cc2ccco2)C1=O	2.0
CCc1nc2c(OCC(=O)N3CCOCC3)cccn2c1N(C=O)Cc1ccccc1	-2.4
CCN(CC)C(=O)C(C)N1c2cccc3cccc(c23)S1(=O)=O (stereo unspecified)	5.1
COC(=O)CCC(C(=O)CN1C(=O)c2ccccc2C1=O)N1C(=O)c2ccccc2C1=O (stereo unspecified)	-5.0
CCCCn1nnnc1C(c1cc2ccccc2o1)N1CCN(c2cc(C)nc3ccccc23)CC1 (stereo unspecified)	16.6

# Given with each value named: 4 of the compounds above.
molecule: CCc1nc2c(OCC(=O)N3CCOCC3)cccn2c1N(C=O)Cc1ccccc1
  CXCR6 inh: -2.4

molecule: CS(=O)c1ccccc1-c1nc(-c2ccc([N+](=O)[O-])cc2)no1 (stereo unspecified)
  CXCR6 inh: -9.3

molecule: CCCCNC(=O)C[C@@H]1C[C@@]2(C(=O)OCC)CCC=C2N(Cc2ccco2)C1=O
  CXCR6 inh: 2.0

molecule: CCCCn1nnnc1C(c1cc2ccccc2o1)N1CCN(c2cc(C)nc3ccccc23)CC1 (stereo unspecified)
  CXCR6 inh: 16.6

# Remaining list, next part.
molecule	CXCR6 inh
CCN1C=C(C(=O)c2ccccc2)C(=O)CC1	-0.6
CC1(C(=O)NS(=O)(=O)c2ccccc2)CCN1C(=O)CC1CC1 (stereo unspecified)	-1.2
COc1ccc(Cl)cc1-c1noc([C@@H]2O[C@H](CO)[C@H](O)[C@H](O)[C@H]2O)n1	6.3
CC1(c2ccccc2)CC(c2ccccc2)=C(C#N)C(=O)N1 (stereo unspecified)	2.0
Oc1ccc(/C=N/N=C(c2ccccc2)c2ccccc2)c(O)c1O	10.2
COc1ccc(CN(C)C(=O)[C@H]2O[C@@H](n3cnc4c(N)ncnc43)[C@H](O)[C@@H]2O)cc1OC	-1.7
COc1ccccc1N(CC(O)COc1c(C)cc(C)cc1C)S(=O)(=O)c1ccccc1 (stereo unspecified)	4.6
O=C1C(=Cc2ccccc2[N+](=O)[O-])Cc2ccccc21	30.9
COC1=CC(=O)c2nc(Cl)ccc2C1=O	1.0
CCCCNC(=O)C1(C)CCCCCN1Cc1cccc2c(OC)cc(C(=O)OCC)cc12 (stereo unspecified)	21.4
COc1ccc(CNC(=O)c2c(O)c3cccc4c3n(c2=O)CCC4)cc1	16.6
CC1(C(=O)NCc2ccccc2)Cc2c(-c3ccc4c(c3)OCO4)ccnc2O1 (stereo unspecified)	-3.2
O=C(/C=C/[C@H]1O[C@@H](n2cnc3c(NC(=O)c4ccccc4)ncnc32)[C@H](O)[C@@H]1O)NCc1cccs1	1.7
O=C(COc1ccccc1Cl)Nc1cc(Cl)ccc1O	-11.0
Cc1cccc(-n2c(Cc3cc(=O)[nH]c(=O)[nH]3)nnc2SCC(=O)NCc2ccco2)c1	-5.3

# (further entries)
molecule	CXCR6 inh
CCCCN1C[C@H](c2ccc(Br)cc2)[C@@H](CC(=O)Nc2ccc(Br)cc2)C1=O	4.0
CN(C)c1ccc(CC(=O)N2CCCCC2c2cc(C(=O)Nc3cccc(C#N)c3)no2)cc1 (stereo unspecified)	5.2
CCc1nc2c(OCc3ccc(F)cc3)cccn2c1N(C)C(=O)c1ccncc1	-2.4
COc1ccc(CN2C[C@@H](CO)O[C@@H](n3cnc4c(N5CCN(CCO)CC5)ncnc43)C2)cc1	-7.3
COc1ccc(NC2CCCN(C(=O)COc3ccc(C(C)=O)cc3)C2)cc1 (stereo unspecified)	-0.6
COc1ccc(C(=O)NCC2(c3ccc(OC)c(OC)c3)CCCC2)cc1OC	3.9
COc1ccc(Cl)cc1N1C(=O)/C(=C/c2sccc2C)N=C1SCC(=O)NC1CC1	9.4
CC(=O)NC(c1ccc(N(C)C)cc1)c1cc(Cl)c2cccnc2c1O (stereo unspecified)	-2.9
COc1ccc(C(CNC(=O)c2cccc(S(=O)(=O)Nc3ccccc3OC)c2)N2CCCCC2)cc1 (stereo unspecified)	7.5
CCCNC(=O)C1(C)CCCN(C(=O)/C=C/c2ccccc2)C1 (stereo unspecified)	9.7
O=C(CC1Sc2ccccc2NC1=O)NNc1ccc(Cl)c(Cl)c1 (stereo unspecified)	-10.3
COc1ccccc1NC(=O)N(Cc1ccco1)Cc1cc2c(C)ccc(C)c2[nH]c1=O	10.0
c1cnc2ccc(-n3ccnc3)cc2c1	-9.3
CSc1ccc(Cn2c(C)c(C(=O)NCc3ccc4c(c3)OCCO4)sc2=O)cc1	-2.3
CCOC(=O)N1CCN(CC(O)COCc2ccc(Cl)cc2)CC1 (stereo unspecified)	-5.2

# Next results follow:
molecule	CXCR6 inh
CC(=O)NC(C)(c1ccccc1)c1nc(-c2ccc(F)c(Cl)c2)cs1 (stereo unspecified)	-1.5
Cc1ccc(F)cc1C(=O)N1CCCCC1c1cc(C(=O)Nc2ccc(F)c(Cl)c2)no1 (stereo unspecified)	3.1
CC1=C(C(=O)Nc2cccc(C)n2)C(c2ccc3c(c2)OCO3)C2=C(CC(c3ccco3)CC2=O)N1 (stereo unspecified)	2.6
Cc1cc(OCCCC(=O)Nc2cc(S(=O)(=O)N3CCOCC3)ccc2N2CCOCC2)ccc1Cl	9.6
COc1ccc([C@H]2CC(=O)C[C@@H](CCn3ccnn3)O2)cc1	0.5
CN(C)CCCNC(=O)c1cccc(-c2cnc3cccnn23)c1	-0.7
C[C@@H]1CN([C@H](C)CO)C(=O)CCCn2nncc2CO[C@@H]1CN(C)C(=O)Nc1ccc(N2CCN(C)CC2)cc1	-0.4
CCN(CC)S(=O)(=O)c1cc(C(=O)Nc2cc(S(=O)(=O)N3CCOCC3)ccc2N2CCN(C)CC2)ccc1C	9.8
CC1(C(=O)NS(=O)(=O)C2CC2)CCN(C(=O)COCc2ccccc2)C1 (stereo unspecified)	-1.2
CCOC(=O)Nc1cc(NC(=O)OCC)ncn1	3.8
Cc1ccc(S(=O)(=O)N(C)c2ccc3c(c2)C(=O)c2ccccc2-3)cc1	-3.3
CCc1nc2c(OCCOC)cccn2c1N(C)C(=O)Nc1ccccc1OC	5.9
COCC(=O)Nc1ccc2c(c1)[C@@H]1C[C@H](CC(=O)OC)O[C@@H](CO)[C@@H]1O2	-2.6
CCCCCCCCN1C(=O)[C@H](CC(=O)NCc2cccc(C(F)(F)F)c2)C[C@@]2(C(=O)OCC)CCCC=C12	-0.4
COc1cc(OC)cc(C(=O)NCC(=O)NCCN2C(=O)S/C(=C\c3ccccc3Cl)C2=O)c1	-1.4

# The results go on.
molecule	CXCR6 inh
CC(=O)Nc1cc2c(cc1Cl)-c1ccccc1C2O (stereo unspecified)	-3.9
CCN1C(=O)[C@H]2[C@@H](c3ccc(OC)cc3)N[C@]3(CCCN(Cc4ccco4)C3=O)[C@H]2C1=O	0.0
COc1cccc(OC)c1NC(=O)c1ccc(-c2cc(Cl)ccc2Cl)o1	3.8
C[C@@H]1CN([C@@H](C)CO)C(=O)c2cc(Br)cnc2O[C@H]1CN(C)C(=O)Nc1ccccc1	-8.8
CC(C)(C)OC(=O)N1CCC(C(=O)Nc2cccc(C(=O)NCCCCc3ccccc3)c2)CC1	-0.1
CC(C)C(=O)N1CCCC1(C)C(=O)NCc1ccccn1 (stereo unspecified)	-7.7
C[C@H]1CN([C@@H](C)CO)C(=O)CCCn2nncc2CO[C@H]1CN(C)C(=O)c1ccncc1	-3.3
Nc1nc2ccc(Cl)cc2cc1C(=O)NCc1ccc(Oc2ccccc2)cc1	-12.3
O=C1c2cc(O)c(O)cc2OC(c2ccc(O)c(O)c2)C1O (stereo unspecified)	5.9
